PKA-R1A act – activators of PKA-R1A holoenzyme, primary screen, biochemical, fluorescence polarization, Cy5-IP20, bovine R1A, mouse PKAc. cAMP-dependent protein kinase type I-alpha regulatory subunit (Bos taurus) + …. PKA-R1A dissociation; scaled: DMSO 0%, 113 µM cGMP 100%. activation, % at 11.4 µM. actives 0.083% (n = 340,000). AID 504707, 2011;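 active = percent activation above the mean of all tested compounds plus 3 SD, cut at about 19% in these data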;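 note: higher means more PKAc released from R1A so a rise in polarization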
PKA-R2B activ – activators of PKA-R2B holoenzyme, primary screen, biochemical, fluorescence polarization, Cy5-IP20, human. PKA-R2B holoenzyme dissociation; R2B truncated from residue 108, S112A mutant; 0% DMSO only, 100% 113 µM cGMP. activation, % at 11.4 µM. actives 0.079% (n = 340,000). AID 504700, 2011;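 active = activation above a cutoff set at the mean over all compounds plus 3 SD, cut at about 18% in these data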;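 note: higher means more holoenzyme dissociation and a rise in polarization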
Target sequence (P31323 whole entry, looked up, other chains not shown, the tested form may be a part): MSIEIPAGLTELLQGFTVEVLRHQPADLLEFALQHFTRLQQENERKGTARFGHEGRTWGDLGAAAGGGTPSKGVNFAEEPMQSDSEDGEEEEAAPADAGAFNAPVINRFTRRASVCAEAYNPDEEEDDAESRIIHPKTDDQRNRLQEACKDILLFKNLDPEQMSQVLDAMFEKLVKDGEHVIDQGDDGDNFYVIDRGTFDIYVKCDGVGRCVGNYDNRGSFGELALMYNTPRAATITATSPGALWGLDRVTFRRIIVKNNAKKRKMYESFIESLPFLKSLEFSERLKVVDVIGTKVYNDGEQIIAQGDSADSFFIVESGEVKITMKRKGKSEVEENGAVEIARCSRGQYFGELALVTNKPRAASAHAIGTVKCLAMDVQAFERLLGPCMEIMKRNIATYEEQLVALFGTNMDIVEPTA
DAGLB inhibitor – DAGLB lipase inhibitors, primary screen, biochemical, fluorescence, HTS. Diacylglycerol lipase-beta (Homo sapiens), Q8NCG7. HEK293T DAGLB membrane lysate, EnzChek fluorogenic substrate. inhibition, % at 5.17 µM. actives 0.059% (n = 340,000). AID 504411, 2011; in the data active = inhibition above about 34%;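 note: 0% = enzyme with vehicle and 100% = wells lacking enzyme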
DSG3 Ab inh – inhibitors of pemphigus antibody binding to DSG3, primary screen, biochemical, bead-based, flow cytometry, scFv-GFP | Desmoglein-3 (Homo sapiens), P32926 | DSG3-coupled beads, scFv-anti-DSG3-GFP binding; stronger effect = lower value | binding (percent of control), % at 10 µM | actives 0.48% (n = 310,000);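 active = binding more than 3 SD below its plate's average and above zero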;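 note: hits lower antibody fragment binding to DSG3; some compounds called inactive have numbers as strong as hits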
MOR-DOR inv ag – inverse agonists of MOR-DOR heterodimerization, primary screen, cell-based, luminescence | Mu-type opioid receptor (Homo sapiens) + Delta-type opioid receptor (Homo sapiens), … | cell-based MOR-DOR heterodimer luminescence, inverse agonism | inhibition, % at 9.3 µM | actives 0.21% (n = 340,000); in the data active = inhibition above about 22%, passing the limit was not always enough;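 note: 0% = cells with DMSO and 100% = wells without cells with DMSO; values of inactives mirror those of a sister screen read the other way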
HTR5A inv ctr – HTR5A inverse agonists in luminescence cell assay, primary screen, counter-screen for OPRM1-OPRD1 heterodimer inverse agonist project, full-deck HTS; actives 0.083% (n = 340,000); HTR5A cell line, inverse agonism; 5-hydroxytryptamine receptor 5A (Homo sapiens), P47898; inhibition, % at 9.3 µM; AID 504634, 2011; in the data active = inhibition mostly above about 23%, no sharp cut-off; inactive = mostly below about 18%;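 note: 0% = cells with DMSO and 100% = no-cell wells with DMSO; some compounds called inactive have numbers as strong as hits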
Target sequence (P47898 whole entry, looked up): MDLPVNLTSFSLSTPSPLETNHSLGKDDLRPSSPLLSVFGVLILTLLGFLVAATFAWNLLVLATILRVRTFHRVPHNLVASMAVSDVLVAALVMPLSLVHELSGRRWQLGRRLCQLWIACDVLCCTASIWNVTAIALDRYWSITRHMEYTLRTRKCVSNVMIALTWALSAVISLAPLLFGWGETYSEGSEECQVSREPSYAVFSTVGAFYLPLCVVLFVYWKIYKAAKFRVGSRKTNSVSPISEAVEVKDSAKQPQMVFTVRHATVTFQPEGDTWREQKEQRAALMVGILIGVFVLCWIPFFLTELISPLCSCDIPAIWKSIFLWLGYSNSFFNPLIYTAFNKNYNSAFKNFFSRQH
Arrestin-AP2 inh – inhibitors of beta-arrestin/AP2 binding, primary screen, biochemical, GPCR trafficking, flow cytometry | beta-arrestin 1 C-terminal peptide binding to AP2 beta2-adaptin appendage (human) | FITC-arrestin peptide / GST-AP2 beads; AP2 beta2 appendage carries R879A mutation | inhibition, % at 10 µM | actives 0.31% (n = 340,000);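 active = inhibition above a set limit, near 3 SD of compounds lacking own fluorescence, cut at about 54% in these data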;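 note: plate controls were DMSO wells for no effect and 5 µM unlabelled arrestin peptide for full effect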
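test system = AP2 appendage R879A on GSH beads | buffer or medium = PBS plus Tween 20 (0.05%) and BSA (0.1%) | incubation = 12 min plus 1 h, RT | detection = bead flow cytometry, FITC channel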
V-ATPase pH – regulators of yeast V-ATPase proton pumping, primary screen, pHLuorin cytosolic pH fluorescence; S. cerevisiae; response, % at 10 µM; actives 0.37% (n = 350,000); AID 504577, 2011; in the data active = response mostly above about 7.3%, no sharp cut-off; inactive = mostly below about 5.4%; note: actives read high; inactives centre near 0; some compounds called inactive have numbers as strong as hits; reference of the scale not given here
HTR5A ag ctr – HTR5A agonists in luminescence cell assay, primary screen, counter-screen for OPRM1-OPRD1 heterodimer agonist project, full-deck HTS. actives 0.61% (n = 340,000). cell-based. 5-hydroxytryptamine receptor 5A (Homo sapiens), P47898. activation, % at 9.3 µM; in the data active = activation mostly above about 9.5%, no sharp cut-off; inactive = mostly below about 7.6%;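 note: 0% = cells with vehicle only and 100% = reference agonist; strong numbers were not always called active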
MOR-DOR ag – agonists of OPRM1-OPRD1 heterodimerization, primary screen, cell-based, luminescence | Mu-type opioid receptor (Homo sapiens) + Delta-type opioid receptor (Homo sapiens), … | cells | activation, % at 9.3 µM | AID 504326, 2011 | actives 0.3% (n = 340,000); in the data active = activation above about 18%;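 note: 0% = vehicle-treated cells and 100% = reference agonist; values of inactives mirror those of a sister screen read the other way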
* marks the source's active call; other numbers are inactive results; / = no result given; & = joins results of further samples.

mol	PKA-R1A act	PKA-R2B activ	DAGLB inhibitor	DSG3 Ab inh	MOR-DOR inv ag	HTR5A inv ctr	Arrestin-AP2 inh	V-ATPase pH	HTR5A ag ctr	MOR-DOR ag
CCOC(=O)c1cc(C(C)=O)c(=O)n(C)c1N	-2	3	-1	/	8	-26	2	1	10	-1.4
COc1ccc(Cl)cc1NC(=O)CN(C)C(=O)CSc1ccc2c(c1)OCCO2	-13	1	-1	102	12	9	1	0	-4	-2.8
CS(=O)(=O)N1CCN=C1SCc1ccccc1	5	5	-2	101	15	-4	4	1	0	-2.9
COc1ccc(CCn2nnc3ccccc3c2=O)cc1OC	7	7	1	106	/	/	/	1	/	/
CC(=O)Nc1ccc(S(=O)(=O)/N=C2\C(=O)c3ccccc3C([O-])=C2n2cc[n+](-c3ccccn3)c2)cc1	3	-5	2	94	-45	22	11	4	-1	8.8
COc1ccc(/C=N/Nc2cc(C)nc(-n3nc(C)cc3C)n2)c(OC)c1	0	5	0	110	-9	9	-7	-4	3	1.6
Cc1ccc(C)c(N(C(=O)CNC(=O)c2ccco2)C(C(=O)NC2CCCC2)c2ccncc2)c1 (stereo not drawn)	2	6	0	104	11	-6	17	0	-7	-1.8
CCN(C(=O)CN1CCN(c2ccccc2)CC1)c1c(N)n(Cc2ccccc2)c(=O)[nH]c1=O	-12	-3	-2	105	8	-1	-4	0	0	-1.4
Cn1cc(CN2CCCCC2C(=O)Nc2ccc(-n3cccn3)cc2)cn1 (stereo not drawn)	-8	-4	-1	109	18	12	17	-4	0	-5.5
O=C(Nc1ccccc1)c1ccc(=O)n(Cc2ccc(F)c(F)c2)c1	-4	-6	-1	104	11	-11	-4	0	4	-1.9
Cc1ccc2nc(Cl)c3cc(C(=O)NCCCN4CCCC4)sc3c2c1	-11	-3	0	98	-19	-9	10	0	4	4.0
O=C(c1ccc(Cl)cc1)N1CCN(CCc2ccccn2)CC1	16	-1	-7	99	3	-6	16	5	2	-0.7
CC1CCN(C2=NC(=O)/C(=C/c3ccc(O)cc3)S2)CC1	6	-2	-1	102	16	-6	-10	-4	2	-3.3
CCCn1c(=O)c2ccccc2n2c(SC(C)C(N)=O)nnc12 (stereo not drawn)	4	-6	-1	118	-6	-14	-6	0	5	0.7
Cc1ccc2nc(-c3ccncc3)[nH]c2c1	-2	-1	0	94	1	-11	4	-2	3	-0.1
Cc1ccc(F)c(CNC(=O)C2CCC(=O)N(CCN3CCOCC3)C2)c1F (stereo not drawn)	5	-2	-1	97	15	-15	19	0	-2	-3.0
COc1ccccc1NC(=O)CCCC(=O)OCC(=O)c1ccc(F)cc1	6	-7	-3	99	11	-16	2	2	-2	-2.2
Cc1ccc(/C=N/NC(=O)c2ccncc2)s1	1	-10	-1	114	12	1	-17	1	-1	-2.3
Cc1cccc2c(C(=O)N3CCN(C(=O)c4ccco4)CC3)cc(-c3cccc(Br)c3)nc12	-13	-1	1	98	0	23	2	1	-1	0.0
CCOc1cccc2cc(C(=O)NCc3ccc(C)cc3)c(=N)oc12	3	2	-3	/	-3	10	-5	3	2	0.6
NC(=O)Cn1c(=O)n(CCC(=O)NCCSCc2ccccc2)c(=O)c2ccccc21	7	-3	2	90	20	-30	8	-5	1	-3.9
FC(F)(F)Oc1ccc(-c2cn3cccnc3n2)cc1	-4	9	-1	/	-2	-25	3	0	-2	0.5
CCn1c2c(c3cc(Br)ccc31)CCC/C2=N\O	-2	-11	-4	104	-15	-15	2	8	5	2.8
CCN(CC)C(=O)Cn1cnc2sc(C(=O)N3CCN(Cc4ccc5c(c4)OCO5)CC3)c(C)c2c1=O	-4	1	-4	100	4	6	22	1	-2	-0.8
CN1CCN(c2ccccc2NC(=O)C(Cc2ccccc2)n2cccc2)CC1 (stereo not drawn)	6	5	0	105	-10	-23	0	-3	-2	1.8
Cc1cccc(-c2nnc(SCc3ccccc3)o2)c1	-6	-4	-22	/	-31	-4	4	1	0	5.9
C=CCn1c(COc2ccc(Cl)cc2)nnc1SCC(=O)c1c(N)n(C)c(=O)n(C)c1=O	9	1	0	107	6	12	7	-1	0	-1.2
CC(=O)N1CCN(c2ccc(NC(=O)c3cc4ccccc4o3)cc2)CC1	-3	-8	-1	91	-6	5	1	2	-1	1.4
CCC(C)c1ccccc1N=Cc1ccc2c(c1)OCO2 (stereo not drawn)	2	-10	-1	99	6	-21	10	-3	7	-1.0
Cc1ccsc1C(=O)N(Cc1nnc(-c2ccccc2Cl)o1)C1CC1	5	4	-3	102	18	12	-5	-3	0	-3.6

In a second layout: results already given
compound: COc1ccccc1NC(=O)CCCC(=O)OCC(=O)c1ccc(F)cc1
- PKA-R1A act: 6
- PKA-R2B activ: -7
- DAGLB inhibitor: -3
- DSG3 Ab inh: 99
- MOR-DOR inv ag: 11
- HTR5A inv ctr: -16
- Arrestin-AP2 inh: 2
- V-ATPase pH: 2
- HTR5A ag ctr: -2
- MOR-DOR ag: -2.2

compound: Cc1ccc(/C=N/NC(=O)c2ccncc2)s1
- PKA-R1A act: 1
- PKA-R2B activ: -10
- DAGLB inhibitor: -1
- DSG3 Ab inh: 114
- MOR-DOR inv ag: 12
- HTR5A inv ctr: 1
- Arrestin-AP2 inh: -17
- V-ATPase pH: 1
- HTR5A ag ctr: -1
- MOR-DOR ag: -2.3

Following part:
mol	PKA-R1A act	PKA-R2B activ	DAGLB inhibitor	DSG3 Ab inh	MOR-DOR inv ag	HTR5A inv ctr	Arrestin-AP2 inh	V-ATPase pH	HTR5A ag ctr	MOR-DOR ag
Cc1nc2c(=O)[nH]c(=S)[nH]c2[nH]c1=O	-6	2	1	95	5	-1	15	-6	0	-0.9
CSc1ccc(S(=O)(=O)N2CCCC2)cc1	-10	-3	4	97	8	-24	8	4	9	-1.5
Cc1cc(=O)c2ccccc2n1Cc1ccccc1	-6	1	-4	101	-21	-16	-1	-1	6	3.0
COc1ccc(C(=O)OC(C)C(=O)NC(C)CCc2ccccc2)c(OC)c1 (stereo not drawn)	-8	2	-5	109	8	1	13	-1	-1	-1.6
COc1ccc(N2C(=O)CC(NNc3ncc(Cl)cc3Cl)C2=O)cc1 (stereo not drawn)	0	-10	-1	/	29	2	7	3	-1	-6.3
CCc1ccccc1NC(=O)CN1CCN(C(=O)CN2C(=O)NC3(CCCCC3C)C2=O)CC1 (stereo not drawn)	4	-7	1	91	11	17	-2	-3	6	-1.7
CC1CCN(c2ccc(NC(=O)c3cccnc3Cl)cc2)CC1	4	-3	3	112	-2	-6	3	-1	2	0.3
CS/C(=N\S(=O)(=O)c1cccs1)Nc1ccc(N2CCOCC2)cc1	-5&3	-1&-4	-2&-3	99&98	-3	6	0	2&0	-3	0.5
C[C@@H]1CN([C@@H](C)CO)C(=O)c2cc(-c3ccccc3F)cnc2O[C@H]1CN(C)Cc1cccc(F)c1	-5	-5	-7	98	/	/	/	2	/	/
Cc1ccc(NC(=O)C2CCCN(C(=O)c3ccc(Cl)cc3)C2)cc1 (stereo not drawn)	-7	-2	0	106	-5	1	4	1	0	0.8
O=C(N/N=C/c1ccc(-c2ccccc2[N+](=O)[O-])o1)[C@H]1C[C@@H]1c1ccccc1	-3	-3	-1	95	-26	5	-2	1	-1	5.0
CC1CCC2CCCCC2N1C(=O)c1cc([N+](=O)[O-])cc([N+](=O)[O-])c1 (stereo not drawn)	9	7	-2	114	-21	-12	1	2	4	3.9
CCC(C)c1ccccc1NC(=O)c1cccc(-n2cnnn2)c1 (stereo not drawn)	5	-10	-3	135	3	10	-3	6	-2	-0.6
CN(C)S(=O)(=O)n1cnc(-c2ccccc2)c1-c1ccccc1	5	2	-3	101	8	3	27	5	-1	-1.3
NC(=O)NC(=O)COC(=O)c1cccnc1Nc1ccccc1F	1	-8	0	94	-4	-1	6	0	0	0.9
CS(=O)(=O)N(CC(=O)N1CCN(c2cccc(Cl)c2)CC1)C1CCCCC1	1	-13	1	95	8	-9	-5	-4	0	-1.4
CCCCn1c(N)c(N(CCOC)C(=O)c2oc3ccc(OCC)cc3c2C)c(=O)[nH]c1=O	-8	8	1	104	3	-18	-4	-2	6	-0.4
Cc1cccc(C)c1NC(=O)CNC(=O)C(C)N1CCN(c2cccc(Cl)c2)CC1 (stereo not drawn)	-13	-4	-5	91	10	-2	14	0	1	-2.5
CC(C)N1CC(C(=O)Nc2ccc(Cl)cc2Cl)CC1=O (stereo not drawn)	16	1	-2	99	/	/	/	0	/	/
Cn1c(=O)c2c(nc(SCC(=O)Nc3ccccc3)n2C)n(C)c1=O	1	-4	2	102	5	3	-2	0	-1	-1.0
CCOC(=O)C/C(C)=N/NC(=O)C1CC1(c1ccccc1)c1ccccc1 (stereo not drawn)	6	17	-4	/	-19	-13	8	-2	6	3.5

Whole records from above.
Profile of `Cc1ccsc1C(=O)N(Cc1nnc(-c2ccccc2Cl)o1)C1CC1` → PKA-R1A act: 5; PKA-R2B activ: 4; DAGLB inhibitor: -3; DSG3 Ab inh: 102; MOR-DOR inv ag: 18; HTR5A inv ctr: 12; Arrestin-AP2 inh: -5; V-ATPase pH: -3; HTR5A ag ctr: 0; MOR-DOR ag: -3.6
Profile of `Cn1cc(CN2CCCCC2C(=O)Nc2ccc(-n3cccn3)cc2)cn1` (stereo not drawn) → PKA-R1A act: -8; PKA-R2B activ: -4; DAGLB inhibitor: -1; DSG3 Ab inh: 109; MOR-DOR inv ag: 18; HTR5A inv ctr: 12; Arrestin-AP2 inh: 17; V-ATPase pH: -4; HTR5A ag ctr: 0; MOR-DOR ag: -5.5
Profile of `CCOC(=O)C/C(C)=N/NC(=O)C1CC1(c1ccccc1)c1ccccc1` (stereo not drawn) → PKA-R1A act: 6; PKA-R2B activ: 17; DAGLB inhibitor: -4; DSG3 Ab inh: /; MOR-DOR inv ag: -19; HTR5A inv ctr: -13; Arrestin-AP2 inh: 8; V-ATPase pH: -2; HTR5A ag ctr: 6; MOR-DOR ag: 3.5

From PubChem BioAssay
